Source: PubChem BioAssay (National Center for Advancing Translational Sciences (NCATS))
ELG1 genotox – qHTS screen for small molecules that induce genotoxicity in human embryonic kidney (HEK293T) cells expressing luciferase-tagged ELG1; 330,000 compounds, 1.3% hits; HEK293T ELG1-luciferase reporter, luminescence, 16 h; Potency, µM (top dose mostly 46 µM), without a hit: top-dose activity change, positive = activation, usual class: activators; AID 504466, 2011; note: % of control where 0% means no effect; nearly all actives have a fitted effect of over 60% in size
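Screening used a luciferase reporter fused to human ELG1 in HEK293T cells. Luminescence was read on a CCD plate imager after 16 hr exposure and 30 min ONE-Glo incubation.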
Rab9 promoter act – qHTS Assay for Rab9 Promoter Activators; Huh7 Rab9 promoter-luciferase reporter, luminescence, 24 h; Potency, µM (series often up to 9.22 µM), for the others: at the highest dose activation, negative = inhibition, hits mostly activators; 320,000 compounds, 2.8% hits; note: % of control where 0% means no effect; nearly all actives have a fitted effect of over 60% in size
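Using Huh7 cells stably transfected with Rab9 promoter–luciferase, compounds were incubated 24 h at 37 °C, 5% CO2; luciferase luminescence was read 10 min after reagent addition.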
VP16 counter – VP16 counterscreen qHTS for inhibitors of ROR gamma transcriptional activity. 310,000 compounds, 3.5% hits. Drosophila S2 Gal4-VP16 UAS-luciferase, luminescence, 20 h. Potency, µM (doses to about 53.6 µM), for inactives: at the top dose activity, negative = inhibition, usual class: inhibitors;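 note: Gal4-VP16 expression switched on by copper sulfate through the metallothionein promoter; % is set by controls: 0 for no effect and ±100 for the full control effect; nearly all actives have a fitted effect of over 50% in size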
p53 reactivation – qHTS assay for re-activators of p53 using a Luc reporter | H1299 p53-A138V BP100-luciferase reporter, luminescence, 24 h | Potency, µM (titrated, usually from 92.2 µM), for inactives: at the highest dose activity change, positive = activation, most hits filed as activators | 320,000 compounds, 0.063% hits; note: % of control where 0% means no effect; nearly all actives have a fitted effect of over 45% in size
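p53-null H1299 cells stably carrying temperature-sensitive p53-A138V and a BP100-luciferase reporter were pinned with compounds (4-point, 1:5 series) and held 24 hrs at 37 deg C. Luminescence was read 10 min after detection reagent.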
MLL CXXC-DNA inh – qHTS Fluorescence Polarization Assay for Inhibitors of MLL CXXC domain - DNA interaction; 290,000 compounds, 0.037% hits; Histone-lysine N-methyltransferase 2A (Homo sapiens), Q03164; MLL-CXXC / FITC-HOXA9 DNA fluorescence polarization; Potency, µM (highest dose often 115 µM), inactives show at the top dose activity change, negative = inhibition, usual class: inhibitors; AID 2662, 2010; active = well fitted inhibition curve with a large enough effect in the polarisation, with a control signal flat, not every such curve was filed as active; inconclusive = small, poorly fitted or top-dose-only effect, or effect the other way, or a change in a side signal; inactive = no such curve, though single readings can be large or run the other way; the % refers to the polarisation
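Purified MLL-CXXC (added from a 7 uM solution) was preincubated 5 min at ambient with pinned compounds in 50 mM Tris-HCl pH 7.5, 50 mM NaCl, 1 mM DTT, 0.05% BSA. Fluorescein-labeled HOX-A9 DNA (50 nM solution) followed, 30 min, then polarization read.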
FLuc counter – qHTS profiling assay for firefly luciferase inhibitor/activator using purifed enzyme and Km concentrations of substrates (counterscreen for miR-21 project) | Potency, µM (top dose mostly 57.5 µM), without a hit: top-dose activity change, negative = inhibition, usual class: inhibitors | AID 588342, 2011 | purified FLuc, Km substrates, luminescence inhibition | 360,000 compounds, 6.9% hits;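 note: plate controls were vehicle for no effect and reference inhibitor for full effect; nearly all actives have a fitted effect of over 55% in size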
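Biochemical qHTS of compounds, final roughly 60 µM downward over six points, against 10 nM purified firefly luciferase using Km concentrations of substrates (10 uM D-luciferin, 10 uM ATP) in Tris acetate pH 7.5 buffer; luminescence output.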
BRCA1 expr up – qHTS Assay to Identify Small Molecule Activators of BRCA1 Expression; Potency, µM (doses to about 46.1 µM), for the others: at the highest dose activation, most hits filed as activators; 380,000 compounds, 1.1% hits; MCF7-BRCA1-FFLuc reporter, luminescence, 48 h; response scale: scaled: vehicle 0%, 10 µM genistein 100%; AID 624202, 2012; note: nearly all actives have a fitted effect of over 80% in size; some results filed as inactive show a strong effect at the top dose
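Reporter cells (MCF7, BRCA1 promoter-firefly luciferase) received library compounds across a concentration series for 48 h. End-point luminescence was measured and concentration-effect curves derived after normalization.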
uPA surface inh – qHTS for Inhibitors of Cell Surface uPA Generation. AID 540303, 2011. 330,000 compounds, 0.31% hits. cell surface uPA generation assay, qHTS. Potency, µM (highest dose often 38.3 µM), for the others: at the top dose activity change, negative = inhibition, actives largely listed as inhibitors; active = well fitted inhibition curve with a large enough effect; inconclusive = small, poorly fitted or top-dose-only effect; inactive = no such curve, though single readings can be large or run the other way; tested in mouse RAW 264.7 cells; note: % is set by controls: 0 for no effect and ±100 for the full control effect; nearly all actives have a fitted effect of over 55% in size
RORg inh – qHTS for inhibitors of ROR gamma transcriptional activity; 310,000 compounds, 5.4% hits; Nuclear receptor ROR-gamma (Mus musculus), P51450; Drosophila S2 Gal4-RORgamma UAS-luciferase reporter, 20 h; Potency, µM (series often up to 53.6 µM), inactives show at the highest dose activity change, negative = inhibition, actives largely listed as inhibitors; note: % is set by controls: 0 for no effect and ±100 for the full control effect; nearly all actives have a fitted effect of over 60% in size
Target sequence (P51450 whole entry, looked up, the tested form may be a part): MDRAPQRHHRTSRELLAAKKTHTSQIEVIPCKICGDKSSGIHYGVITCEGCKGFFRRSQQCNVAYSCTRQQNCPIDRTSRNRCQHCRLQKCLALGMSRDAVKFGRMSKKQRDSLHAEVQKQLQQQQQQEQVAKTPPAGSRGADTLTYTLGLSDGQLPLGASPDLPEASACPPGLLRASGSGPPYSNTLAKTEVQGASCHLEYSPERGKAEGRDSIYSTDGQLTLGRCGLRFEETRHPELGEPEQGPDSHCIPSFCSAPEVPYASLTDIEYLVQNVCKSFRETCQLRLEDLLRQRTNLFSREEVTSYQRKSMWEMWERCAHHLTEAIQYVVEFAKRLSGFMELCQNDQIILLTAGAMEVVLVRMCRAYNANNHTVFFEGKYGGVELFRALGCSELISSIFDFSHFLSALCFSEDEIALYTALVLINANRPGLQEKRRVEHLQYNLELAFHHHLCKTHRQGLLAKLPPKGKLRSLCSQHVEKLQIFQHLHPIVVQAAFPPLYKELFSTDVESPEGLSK
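Drosophila S2 cells stably expressing Gal4-DBD/mouse RORγ fusion under metallothionein promoter plus UAS-luciferase; compound 1 h, then 700 uM CuSO4 induction for 20 h at ambient temperature; inhibition read as reduced luminescence.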
MBNL1-CUG inh – qHTS Assay for Inhibitors of MBNL1-poly(CUG) RNA binding; Muscleblind-like protein 1 (Homo sapiens), Q9NR56; TR-FRET MBNL1-His/biotin-(CUG)12 binding, 665/545 ratio; Potency, µM (top dose mostly 57.5 µM), for inactives: at the highest dose activity change, negative = inhibition, most hits filed as inhibitors; 280,000 compounds, 0.036% hits; active = well fitted inhibition curve with a large enough effect in the signal ratio, with a control signal flat, not every such curve was filed as active; inconclusive = small, poorly fitted or top-dose-only effect, or effect the other way, or a change in a side signal; inactive = no such curve, though single readings can be large or run the other way; the % refers to the signal ratio; note: % is set by controls: 0 for no effect and ±100 for the full control effect
Target sequence (Q9NR56 whole entry, looked up): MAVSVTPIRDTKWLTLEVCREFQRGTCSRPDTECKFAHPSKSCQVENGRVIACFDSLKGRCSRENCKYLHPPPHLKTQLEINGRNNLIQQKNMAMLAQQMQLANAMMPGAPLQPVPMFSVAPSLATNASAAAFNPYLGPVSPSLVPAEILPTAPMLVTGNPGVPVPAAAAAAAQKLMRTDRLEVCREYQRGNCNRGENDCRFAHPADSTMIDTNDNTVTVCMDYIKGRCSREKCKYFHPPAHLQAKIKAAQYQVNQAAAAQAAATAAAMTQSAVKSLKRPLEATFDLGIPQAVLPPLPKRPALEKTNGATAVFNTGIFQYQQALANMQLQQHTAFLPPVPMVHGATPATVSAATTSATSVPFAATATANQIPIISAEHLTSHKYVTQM
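His-tagged MBNL1 binding to biotinylated (CUG)12 RNA was measured by TR-FRET using terbium anti-His antibody (0.055 ng/ul final) and streptavidin-XL665 (5 nM final). Compounds were titrated 92 nM to 58 uM; 60 min at room temperature.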
NPC1 prom act – qHTS Assay for NPC1 Promoter Activators. Potency, µM (doses to about 9.22 µM), for the others: top-dose activation, hits mostly activators. Huh7 NPC1 promoter luciferase reporter, 24 h. 320,000 compounds, 2.4% hits;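 note: % of control where 0% means no effect; nearly all actives have a fitted effect of over 60% in size; reporter is driven by a mutant NPC1 promoter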
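Stably transfected Huh7 (NPC1 promoter→luciferase), 1500 cells/well in Opti-MEM + 10% FBS, 2 h settle, then compound 24 h at 37 °C. Luminescence after 10 min with Amplite reagent.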
The depositor's hits bear a star; ? = inconclusive; / = no result given; [ ] = another dose, or the depositor's remark. Unless noted, calls come from the whole dose curve; as a rule, active = well fitted curve in the direction sought with a large enough effect; inconclusive = small, poorly fitted or top-dose-only effect, or another doubt; inactive = no such curve, though single readings can be large; an effect the other way counts as inactive or inconclusive. Potency is the fitted concentration of half-maximal effect. Only part of the results is shown. The share of hits here may be higher or lower than overall.

item	compound	ELG1 genotox	Rab9 promoter act	VP16 counter	p53 reactivation	MLL CXXC-DNA inh	FLuc counter
1	COc1ccc(Cc2nnc(SCC(=O)N3CCCC3)o2)cc1	-7%	-4%	-6%	-2%	-2%	0%
2	Cc1csc(=NC(=O)c2ccccc2)n1Cc1ccco1	1%	17%	29%	-3%	0%	?
3	CCc1cccc(CC)c1NC(=O)COC(=O)c1ccc(F)c(S(=O)(=O)N(CC)CC)c1	0%	0%	-5%	-20%	-4%	-8%
4	CCC(Nc1ccc(OC)cc1)C(=O)N/N=C/c1ccc([N+](=O)[O-])cc1 (stereo not drawn)	-2%	-6%	8%	5%	7%	-4%
5	COc1cccc(N(Cc2nnc3n2CCCCC3)C(=O)Nc2ccccc2F)c1	2%	-3%	-6%	-3%	-3%	-2%
6	Cc1c(Cl)cccc1NC(=O)CN1CCC(C(O)(c2ccccc2)c2ccccc2)CC1	0%	1%	0%	0%	1%	3%
7	CCOc1ccc(-c2c(C(=O)N/N=C/c3ccco3)nnn2-c2nonc2N)cc1	-5%	-4%	?	1%	-2%	0%
8	Cc1cccc(C(=O)Nc2ccc(C(=O)N3CCCCC3C)cc2)c1 (stereo not drawn)	8%	26%	13%	-7%	-4%	?
9	COc1ccccc1-c1cc(-c2ccccc2)nc(SCC(=O)O)c1C#N	-1%	0%	-5%	-49%[inhibitor]	-26%	-5%
10	CCN1CCc2c(sc(NC(=O)C3CCCCC3)c2C(=O)OC)C1	-8%	1%	-1%	3%	/	0%
11	CC(Sc1nnc(-c2ccccc2)c(-c2ccccc2)n1)C(=O)N1CCc2ccccc21 (stereo not drawn)	0%	-5%	11µM*	-1%	-1%	4%
12	COc1ccc(CCNC(=O)c2ccc(C)s2)cc1OC	-5%	-10%	-4%[10 µM]	12%	-12%	-9%
13	O=C(NC(=S)Nc1ccc(NC(=O)c2cccs2)cc1)c1ccco1	-5%	-1%	?	8%	2%	4%
14	CC(=O)N1CCN(C(=O)c2ccc(NS(=O)(=O)c3cc(C)ccc3C)cc2)CC1	0%	-3%	/	-1%	/	-1%
15	COc1ccc(CNC(=O)C(C)Sc2ccc(C)cc2)cc1 (stereo not drawn)	-2%	1%	-11%	-1%	-8%	-1%

item	BRCA1 expr up	uPA surface inh	RORg inh	MBNL1-CUG inh	NPC1 prom act
1	13%	-2%	?	10%	-3%
2	16%	1%	-2%	-6%	13%
3	-36%	-3%	12%	-8%	-1%
4	-10%	1%	28%	?	-1%
5	0%	0%	2%	-7%	2%
6	-20%	/	-1%	-1%	-1%
7	-27%	?	?	7%	2%
8	43%	-14%	43%	-2%	6%
9	0%	?	-7%	14%	1%
10	14%	2%	-16%	9%	-8%
11	-33%	0%	2.2µM*	16%	-2%
12	10%	-3%	14%	-5%	-2%
13	37%	0%	?	1%	-3%
14	-6%	1%	/	/	-2%
15	6%	1%	5%	-4%	1%

Reformatted with two lines to a compound: two of the compounds above.
Every second line gives: ELG1 genotox	Rab9 promoter act	VP16 counter	p53 reactivation	MLL CXXC-DNA inh	FLuc counter	BRCA1 expr up	uPA surface inh	RORg inh	MBNL1-CUG inh	NPC1 prom act
5	COc1cccc(N(Cc2nnc3n2CCCCC3)C(=O)Nc2ccccc2F)c1
    2%	-3%	-6%	-3%	-3%	-2%	0%	0%	2%	-7%	2%
6	Cc1c(Cl)cccc1NC(=O)CN1CCC(C(O)(c2ccccc2)c2ccccc2)CC1
    0%	1%	0%	0%	1%	3%	-20%	/	-1%	-1%	-1%

The list continues.
item	compound	ELG1 genotox	Rab9 promoter act	VP16 counter	p53 reactivation	MLL CXXC-DNA inh	FLuc counter
16	O=C(CN1CCOCC1)OCCCC1CCCCC1	0%	7%	-4%	1%	-9%	-14%
17	COc1ccc(NC(=O)/C(C#N)=C\c2ccc(N3CCOCC3)o2)cc1	9%	?	?	3%	?	1.9µM*
18	COc1ccc(OC)c(C2Nc3ccccc3NC3=C2C(=O)CC(C)(C)C3)c1 (stereo not drawn)	-1%	-2%	-9%	0%	-7%	2%
19	CC(C)CC(C(=O)Nc1oc(-c2ccco2)c(-c2ccco2)c1C#N)N1C(=O)c2ccccc2C1=O (stereo not drawn)	-2%	-1%	1%	4%	-12%	0%
20	O=C(Oc1cccc([N+](=O)[O-])c1)C1CCN(C(=O)c2ccc(F)cc2)CC1	7%	-2%	-11%	5%	9%	-2%
21	Cc1cccc(N2CCN(C(=O)Cn3c(=O)[nH]c4ccsc4c3=O)CC2C)c1 (stereo not drawn)	-3%	1%	-1%	-1%	-1%	1%
22	COC(=O)c1sccc1NC(=O)COc1ccc(F)cc1Cl	?	23%	0%	18%	3%	?
23	CCOc1ccc(C2C(C(=O)c3ccco3)=C(O)C(=O)N2CCN2CCOCC2)cc1 (stereo not drawn)	-8%	-1%	22%	20%	-1%	-19%
24	CCN1CCCC1CNC(=O)c1cc2c(-c3ccc(Cl)cc3)nn(C)c2s1 (stereo not drawn)	?	-8%	-18%	-6%	15%	6%
25	CCCCC(=O)OCC(=O)Nc1cccc(S(=O)(=O)NC2=NCCCCC2)c1	0%	12%	-8%	-1%	-15%	-1%
26	Cc1cc(C)c2oc(=O)cc(CN3CCOCC3)c2c1	16%	-1%	-3%	-6%	-6%	-4%
27	O=c1c2ccccc2nnn1COc1ccc(F)cc1Cl	?	2.5µM*	14%	?	-2%	?
28	CCOC(=O)c1sc2nc(C)n(CC(=O)NCC3CCCO3)c(=O)c2c1C (stereo not drawn)	2%	6%	-4%	-3%	11%	1%
29	CN(C(=O)c1ccc(NC(=O)Cc2cccc(NC(=O)C3CCCN(C(=O)C4CCC4)C3)c2)cc1)C1CCCC1 (stereo not drawn)	-3%	-10%	/	-12%	/	-10%
30	C=CCn1c(=S)[nH]c2sccc2c1=O	-2%	0%	3%	1%	-5%	?
31	CCOC(=O)C(Cc1ccccc1)C(=O)Nc1cccc(C)c1 (stereo not drawn)	-2%	-1%	-2%	-1%	6%	-1%
32	CCCSc1nc2c(cnn2-c2ccc(C)cc2)c(=O)[nH]1	?	-3%	-21%	3%	-2%	3%
33	C[C@@H]1CCC(=O)N(C[C@@H](C)CSc2ccc(Br)cc2)CC1	-1%	1%	/	0%	/	-8%

item	BRCA1 expr up	uPA surface inh	RORg inh	MBNL1-CUG inh	NPC1 prom act
16	9%	1%	3%	2%	6%
17	79%	-12%	-39%	?	?
18	-17%	0%	-24%	7%	3%
19	-5%	5%	-15%	19%	-2%
20	-13%	7%	7%	-7%	2%
21	2%	5%	20%	18%	11%
22	-2%	-7%	15%	6%	4%
23	13%	3%	9%	4%	-3%
24	-87%	2%	-37%	-15%	-4%
25	4%	4%	-1%	-5%	-4%
26	14%	-5%	-11%	8%	0%
27	6%	-1%	3%	18%	?
28	-7%	-11%	-3%	-1%	-7%
29	-19%	-59%	/	/	-1%
30	0%	1%	-6%	11%	-2%
31	7%	5%	19%	-14%	-1%
32	-1%	-5%	?	0%	22%
33	1%	1%	/	/	-4%

Of the compounds above, 2 have two or more sulfur atoms.
item	compound	ELG1 genotox	Rab9 promoter act	VP16 counter	p53 reactivation	MLL CXXC-DNA inh	FLuc counter
13	O=C(NC(=S)Nc1ccc(NC(=O)c2cccs2)cc1)c1ccco1	-5%	-1%	?	8%	2%	4%
30	C=CCn1c(=S)[nH]c2sccc2c1=O	-2%	0%	3%	1%	-5%	?

item	BRCA1 expr up	uPA surface inh	RORg inh	MBNL1-CUG inh	NPC1 prom act
13	37%	0%	?	1%	-3%
30	0%	1%	-6%	11%	-2%
